Rad51 HR inh = Rad51 (human) homologous recombination inhibition; hRad51 DNA strand exchange, fluorescence dequenching; inhibition, % at 10 µM; hit rate 0.085% among 200,000; AID 1385;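 active = inhibition above 40% at the single screening dose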;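 also: 0% = DMSO control wells and 100% = blanks with heterologous ssDNA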
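Test system: preformed human Rad51 ssDNA filaments. Compound dosing: single dose, 10 µM final compound. Incubation: filaments 15 min 37 °C, then compound 30 min. Technique: FRET fluorescence dequenching, excitation 485 nm, emission 520 nm. Read-out basis: percent inhibition from fluorescence, normalised to plate control and blank means. Benchmarks: plate controls and plate blanks.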
FXIIa inh = factor XIIa (human) inhibition. P00748. purified FXIIa, Boc-QGR-AMC fluorogenic substrate, 2 h. inhibition, % at 5 µM. hit rate 0.3% among 220,000; in the data active = inhibition above about 40%;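 also: 0% = enzyme with no compound and 100% = blank without enzyme; many of its hits are not listed in these tables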
Target sequence (P00748 20-372 limits assumed): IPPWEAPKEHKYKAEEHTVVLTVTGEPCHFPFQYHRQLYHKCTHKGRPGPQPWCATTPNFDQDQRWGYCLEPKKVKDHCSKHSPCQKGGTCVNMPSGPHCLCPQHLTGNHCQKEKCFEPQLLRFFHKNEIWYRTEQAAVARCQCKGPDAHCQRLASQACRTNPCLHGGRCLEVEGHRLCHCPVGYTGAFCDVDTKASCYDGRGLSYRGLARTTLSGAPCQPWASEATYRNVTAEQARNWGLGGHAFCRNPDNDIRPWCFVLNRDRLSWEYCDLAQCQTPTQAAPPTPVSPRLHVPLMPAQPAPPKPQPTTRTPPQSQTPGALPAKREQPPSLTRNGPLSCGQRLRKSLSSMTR
Target sequence (P00748 373-615 limits assumed): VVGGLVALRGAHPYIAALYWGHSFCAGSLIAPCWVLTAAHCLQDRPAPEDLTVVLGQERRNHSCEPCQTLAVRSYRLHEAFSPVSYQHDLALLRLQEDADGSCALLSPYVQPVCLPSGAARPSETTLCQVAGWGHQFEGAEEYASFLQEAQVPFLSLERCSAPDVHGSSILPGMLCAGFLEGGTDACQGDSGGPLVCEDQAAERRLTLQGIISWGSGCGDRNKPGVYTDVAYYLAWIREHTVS
zVAD death inh = L929 zVAD cell death inhibition; L929 zVAD necroptosis rescue, ATP luminescence, 24 h; with zVAD 60 µM; viability rescue, % at 10 µM; hit rate 0.38% among 220,000;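 active = activation, scaled between plate controls, above about 75%, limit read from the data; inactive = activation under that limit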;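 also: 0% = zVAD with DMSO and 100% = DMSO alone without zVAD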
thrombin 1536 = blocks human thrombin protease activity; hit rate 0.26% among 220,000; inhibition, % at 5 µM; AID 1046; P00734; alpha-thrombin, Boc-VPR-AMC fluorogenic substrate cleavage;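 active = inhibition at or above 40%; inactive = inhibition below 40%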;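 also: 0% = enzyme with no compound and 100% = wells without enzyme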
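System – human alpha-thrombin protein · Reagent – Boc-VPR-AMC substrate, 15 µM final · Compound – 5 µM single dose in 0.2% DMSO · Schedule – reaction at room temperature · Technique – AMC fluorescence at 355 nm excitation and 460 nm emission · Read-out basis – % inhibition relative to enzyme controls and enzyme-free blanks · Control set – no-compound enzyme wells and no-enzyme blanks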
TNF necrop inh = TNF-alpha cell death inhibition in Jurkat FADD-/- cells; hit rate 0.068% among 220,000; AID 463075; activation (protection from cell death), % at 10 µM; Jurkat FADD-/- TNF necroptosis rescue, ATP luminescence, 24 h; 0 = TNF only, 100 = no-TNF cells;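 active = activation, meaning protection from cell death, of at least 50% relative to plate controls; inactive = activation below 50%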;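 also: necroptosis triggered by 40 ng/mL TNF-alpha added together with compound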
FXIa inh 1536 = factor XIa (human) inhibition; P03951; purified FXIa, Boc-Glu-Ala-Arg-AMC fluorogenic substrate; inhibition, % at 5 µM; hit rate 0.14% among 220,000;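 active = inhibition of at least 40%; inactive = inhibition below 40%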;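 also: fluorescence of freed AMC excited at 355 nm; 0% = enzyme without compound and 100% = no enzyme blank; many of its hits are not listed in these tables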
Hck-Nef inh = blocks Nef-activated human Hck kinase; P08631; AID 463187; inhibition, % at 20 µM; hit rate 0.68% among 220,000; Recombinant Hck-YEEI plus Nef, Z-Lyte FRET kinase assay;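 active = Hck-Nef kinase inhibition above about 50%, limit read from the data; inactive = inhibition below that limit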;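 also: 0% = DMSO with Hck plus Nef and 100% = Hck alone without Nef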
Target sequence (P08631 whole entry, looked up): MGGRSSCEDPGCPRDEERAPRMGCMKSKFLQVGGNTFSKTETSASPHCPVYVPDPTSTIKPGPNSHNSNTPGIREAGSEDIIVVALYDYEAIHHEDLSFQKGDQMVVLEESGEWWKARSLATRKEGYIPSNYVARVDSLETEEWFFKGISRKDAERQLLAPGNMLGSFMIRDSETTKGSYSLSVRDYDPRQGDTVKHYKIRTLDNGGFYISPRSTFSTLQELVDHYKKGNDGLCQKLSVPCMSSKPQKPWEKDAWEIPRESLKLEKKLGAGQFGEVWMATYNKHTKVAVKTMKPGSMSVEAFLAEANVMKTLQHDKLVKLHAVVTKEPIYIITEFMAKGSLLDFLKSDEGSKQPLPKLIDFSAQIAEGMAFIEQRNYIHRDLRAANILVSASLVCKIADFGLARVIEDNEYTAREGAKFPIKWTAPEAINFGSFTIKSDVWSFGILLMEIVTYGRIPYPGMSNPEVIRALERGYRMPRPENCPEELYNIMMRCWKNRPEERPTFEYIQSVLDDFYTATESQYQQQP
hK5 inh = kallikrein 5 (human) inhibition. AID 873. inhibition, % at 5 µM. Q9Y337. hit rate 0.59% among 210,000. recombinant hK5, fluorogenic AMC substrate cleavage;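 active = inhibition of 40% or more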;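 also: 0% = enzyme controls without compound and 100% = no-enzyme blanks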
Cl transport mod = modulates chloride dependent transport by human KCC2 | Q9H2X9 | KCC2 cells, thallium flux FluoZin-2 fluorescence | B-score of Tl+ flux slope (higher = more flux/activation; lower = inhibition) at 10 µM | hit rate 2.2% among 190,000;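 active = thallium flux slope and its plate-corrected score both differing from the plate sample mean at a set confidence after two filtering rounds, in either direction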;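 also: slope of fluorescence scaled to starting intensity during 10 to 20 s after thallium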
An asterisk follows results filed as active; / = not tested or not shown. The list is partial; rates above refer to the full screens.

SMILES	Rad51 HR inh	FXIIa inh	zVAD death inh	thrombin 1536	TNF necrop inh	FXIa inh 1536	Hck-Nef inh	hK5 inh	Cl transport mod
COc1ccc(Br)cc1C(=O)Nc1cc(C)cc(C)c1	-3	17	0.6	1	-0.2	1	0	-7	-0.14
NNc1nc(NCc2ccccc2)nc(N2CCOCC2)n1	1	7	-0.5	3	2.6	7	7	-6	0.097
CC(NC(=O)c1cccc(Br)c1)c1ccccc1 (stereo not drawn)	/	2	0.4	-3	6.8	-3	16	0	0.25
O=C(CSc1nnc2c(n1)[nH]c1ccc(F)cc12)OCc1ccccc1	2	2	-0.5	2	-5.7	2	0	4	/
Cc1cc(=O)n(-c2ccc(O)cc2)[nH]1	15	15	-0.3	1	-5.5	6	0	-10	1.5
C=C1C(C(=O)Nc2cccc(OC)c2)C1C(=O)Nc1cccc(OC)c1 (stereo not drawn)	0	1	2.1	-7	5.0	-3	-4	-3	0.14
COC(=O)C(=Cc1ccc(OCc2ccc([N+](=O)[O-])cc2)c(OC)c1)C(=O)OC	4	4	-0.3	-1	-16	-2	1	-5	0.94
CC(=O)CCc1oc2ccc(C)cc2c1-c1ccc(C)o1	8	8	3.9	-6	0.7	-1	22	0	-0.37
CCOC(=O)/C=C/C(=O)OCC(=O)Nc1cccc(Cl)c1Cl	10	11	1.7	-2	-0.4	-1	0	7	-0.17
Cc1cc(Cl)ccc1NC(=O)NC1CCN(S(=O)(=O)c2ccc(F)cc2)CC1	-7	-11	1.4	-3	0.4	-10	0	2	/
CCOc1nc(N=C(N)N)nc2c(C)cccc12	/	3	-0.3	-2	-0.2	4	1	-54	0.45
Cc1ccc(C(=O)CNc2cccc(Cl)c2)cc1	/	10	0.9	-5	1.6	10	2	-27	0.14
COc1ccc(C(=O)c2coc3c2C(=O)C(=O)c2ccccc2-3)cc1	14	7	1.8	0	-27	14	2	5	-0.18
S=C(NCCc1ccccc1)NCc1ccccc1Cl	8	4	0.2	-9	0.8	0	1	-12	-4
COc1ccccc1-n1c(O)c(C=NCc2ccccn2)c2ccccc2c1=O	-5	7	1.0	11	2.8	8	8	-6	-0.56
Cc1cc(Br)ccc1SCC(=O)OCC(=O)Nc1ccccc1C#N	2	5	1.9	-4	1.7	0	-6	-7	-0.1
N#Cc1nc(COc2ccccc2)oc1NCCN1CCOCC1	-1	-1	0.6	8	1.9	-5	-7	3	-0.75
CCOc1ccccc1C1CC(c2ccc(Cl)cc2)Nc2nc(N)nn21 (stereo not drawn)	1	10	-0.2	-7	0.0	-3	16	-2	-3.6*
Cc1ccc(N2CC(O)(c3cccs3)[N+]3=C2CCCC3)cc1 (stereo not drawn)	-26	-3	-0.8	-2	0.7	-7	21	-18	-0.017
COc1cc(C(=O)OCC(=O)Nc2ccc(C(C)=O)cc2)ccc1OCC(=O)N1CCOCC1	7	6	0.0	-14	1.0	-6	1	-15	0.8
O=C1c2ccc(Oc3cccc([N+](=O)[O-])c3)cc2C(=O)N1c1ccccn1	-7	4	12	-1	0.6	9	25	-6	0.12
Cc1ccc(C(c2nnnn2C(C)(C)C)N2CCC(C)CC2)cc1 (stereo not drawn)	2	9	-0.9	-3	-2.8	4	6	-12	0.81
COc1ccc(C)cc1NC(=O)CSc1nnc(CC(=O)Nc2cccc(C(F)(F)F)c2)n1C	-1	8	0.6	0	-1.7	-1	0	-5	1.2
CN(C)c1ccc(C2CC(=O)NC3=C2C(=O)CC(C)(C)C3)cc1 (stereo not drawn)	4	-1	0.7	-6	0.4	-3	1	-7	0.2
Oc1ccc(N=Nc2ccc3c(c2)OCCO3)c2ncccc12	-4	16	13	3	-21	6	14	-17	/

Arranged by value in FXIa inh 1536 (ascending): three of the compounds above.
mol	FXIa inh 1536
Cc1ccc(N2CC(O)(c3cccs3)[N+]3=C2CCCC3)cc1 (stereo not drawn)	-7
CCOc1ccccc1C1CC(c2ccc(Cl)cc2)Nc2nc(N)nn21 (stereo not drawn)	-3
CCOC(=O)/C=C/C(=O)OCC(=O)Nc1cccc(Cl)c1Cl	-1

The main list resumes; the 5 compounds before the break are reprinted first.
SMILES	Rad51 HR inh	FXIIa inh	zVAD death inh	thrombin 1536	TNF necrop inh	FXIa inh 1536	Hck-Nef inh	hK5 inh	Cl transport mod
O=C1c2ccc(Oc3cccc([N+](=O)[O-])c3)cc2C(=O)N1c1ccccn1	-7	4	12	-1	0.6	9	25	-6	0.12
Cc1ccc(C(c2nnnn2C(C)(C)C)N2CCC(C)CC2)cc1 (stereo not drawn)	2	9	-0.9	-3	-2.8	4	6	-12	0.81
COc1ccc(C)cc1NC(=O)CSc1nnc(CC(=O)Nc2cccc(C(F)(F)F)c2)n1C	-1	8	0.6	0	-1.7	-1	0	-5	1.2
CN(C)c1ccc(C2CC(=O)NC3=C2C(=O)CC(C)(C)C3)cc1 (stereo not drawn)	4	-1	0.7	-6	0.4	-3	1	-7	0.2
Oc1ccc(N=Nc2ccc3c(c2)OCCO3)c2ncccc12	-4	16	13	3	-21	6	14	-17	/
COC(=O)c1c(NC(=O)COC(=O)c2ccc(Cl)cc2[N+](=O)[O-])sc2c1CCCCC2	-2	2	0.9	-12	2.7	-9	3	-6	0.023
Cc1nc(-c2ccc(S(=O)(=O)Nc3cccc(S(N)(=O)=O)c3)s2)cs1	13	0	0.3	-8	1.2	-6	15	-4	0.98
O=C1CC(c2ccccc2)CC(O)=C1C=NCCCO (stereo not drawn)	5	2	0.1	2	-2.6	0	2	3	0.13
CC(C)C(=O)Nc1nnc(-c2ccco2)s1	/	0	0.8	-11	3.4	-1	27	-2	0.87
Cc1ccc(C)c(N2CCN(C(=O)Cc3ccc(-n4c(=O)[nH]c5ccsc5c4=O)cc3)CC2)c1	-2	20	1.2	3	1.0	9	1	-16	-0.19
O=C(Nc1ccc(NC(=O)c2sc3ccccc3c2Cl)cc1Cl)c1ccco1	/	12	0.3	1	-3.7	-1	78*	-1	/
CN1CCc2c(sc3c2C(=O)NC(c2ccc(-c4cccc(Cl)c4)o2)N3)C1 (stereo not drawn)	/	8	1.4	4	0.3	3	3	0	0.087
CC(C)CNC(C)C(=O)Nc1ccc(S(N)(=O)=O)cc1 (stereo not drawn)	-1	7	2.2	-3	0.5	0	17	2	1.3
Cc1ccc(S(=O)(=O)NCCNC(=O)CN2CCCC2)cc1	5	12	-0.6	0	-0.7	3	0	-12	/
Cc1cc(N2CCN(C(=O)c3ccco3)CC2)n2nc(C)nc2n1	/	11	/	2	-0.4	6	-5	-3	-0.59
COc1cc2c(cc1NC(=O)C(C)Sc1ccc(C)cc1)oc1ccccc12 (stereo not drawn)	-4	16	-0.1	0	-1.6	-3	0	-7	/
Cc1cc(-c2onc(C)c2C(=O)N/N=C/c2ccccc2)no1	-4	5	0.2	2	0.1	-5	31	-5	0.29
NC(=O)c1cc(-c2ccccc2)sc1NC(=O)Cc1ccc(S(=O)(=O)N2CCOCC2)s1	-4	13	0.6	-3	-6.2	-2	1	2	-0.13
CC(=O)c1ccc(NC(=O)CSc2ccc(-c3ccc4c(c3)OCO4)nn2)cc1	4	1	1.2	-2	-0.7	4	1	10	-0.051
O=C(NNC(=O)c1ccc(F)cc1)C(=O)N1CCCCC1	-6	8	-0.1	-3	1.1	-3	1	-22	1.4
Nc1ccc(-c2ccc(C(=O)O)s2)cn1	/	-3	0.5	-23	0.4	-6	23	-12	-0.76
COc1cccc(/C=C/C(=C2/C(=O)N(c3ccccc3)N=C2C)c2ccccc2)c1OC	7	11	0.2	1	-0.6	9	8	-5	0.21
CCOc1cccc(NC(=O)C(Cc2cccs2)c2nn[nH]n2)c1 (stereo not drawn)	0	18	0.0	2	-1.8	11	-1	6	0.23
COc1ccccc1CNC(=O)C1CC2Cn3c(nc4ccccc43)C2N1C (stereo not drawn)	6	9	-0.7	-3	0.4	0	27	-1	-2.1
Cc1ccc(-c2ccc(=O)n(CC(=O)N3CCN(c4cccc(C)c4)C(C)C3)n2)cc1 (stereo not drawn)	-4	-1	-0.4	-4	-7.2	-8	0	-1	/
Cc1ccc(-n2nc(-c3ccc(N)cc3)cc2N)cc1	-2	3	2.4	2	-1.5	-4	4	-1	-0.88
O=c1c2ccccc2n2c(-c3cccc(F)c3)nnc2n1Cc1ccccc1	6	4	-0.5	-6	-0.8	5	4	-5	-0.65
CCN(CC)S(=O)(=O)c1ccc(NC(=O)CC(NC(C)=O)c2ccccc2)cc1 (stereo not drawn)	1	1	-0.1	-11	2.1	-2	-2	-17	/
COc1ccc2nc(C(C)O)[nH]c2c1 (stereo not drawn)	11	10	0.3	1	0.1	6	0	-2	/
CC(=O)Nc1ccc(-c2nn[nH]n2)cc1	14	9	-0.8	-1	0.6	-5	25	-1	-0.42

(continued)
SMILES	Rad51 HR inh	FXIIa inh	zVAD death inh	thrombin 1536	TNF necrop inh	FXIa inh 1536	Hck-Nef inh	hK5 inh	Cl transport mod
CC(C)C(=O)N1CCN(c2ccc(NC(=O)c3ccc4c(c3)OCCO4)cc2)CC1	-4	6	5.7	-10	0.3	-4	21	-5	0.76
CCN1CCN(c2c(Cl)cccc2NC(=O)c2ccco2)CC1	4	-2	0.6	-5	0.9	-22	7	-28	/
COc1ccc(CNC(=O)c2ccc(Br)cc2)cc1	5	7	19	0	0.3	0	18	3	/
Cc1ccc(S(=O)(=O)NN2C(=O)/C(=C/c3cccs3)SC2=S)cc1	-3	7	0.2	-3	2.7	2	29	0	27*
Nc1ccccc1NC(=O)c1ccccc1N	6	3	1.0	-2	0.5	-1	0	-5	/
Fc1c(F)c(C(F)(F)F)c(F)c(F)c1N/N=C\c1cccs1	2	16	-0.4	5	2.0	-1	-1	0	-0.29
CC(=O)NC1C(=O)N=C(SCC(=O)Nc2ccc(C(F)(F)F)cc2Cl)NC1=O (stereo not drawn)	-5	1	0.9	-4	-0.2	3	-5	1	0.12
Cc1ccc(-n2c(Cc3cccn3C)nnc2SCC(=O)NCc2ccc3c(c2)OCO3)cc1	-1	-3	-0.2	1	-1.2	-8	12	-45	-0.42
Cc1cc(C(=O)NCc2ccc(S(N)(=O)=O)cc2)cs1	7	13	0.8	0	0.0	6	-8	-19	1.7
Cn1cccc1/C=N/NC(=O)c1cc(-c2cccs2)nc2ccccc12	/	14	/	1	-9.4	8	-9	-2	0
CN(C)Cc1nnnn1-c1ccccc1	-10	12	0.0	1	-0.8	3	4	1	0.29
Cc1ccc(N(C(=O)Cc2c[nH]c3ccccc23)C(C(=O)NC2CCCCC2)c2ccco2)cc1 (stereo not drawn)	4	20	0.0	-7	-12	15	0	-15	/
COCc1nc2ccccc2n1Cc1ccccc1Br	-9	12	0.0	1	-3.3	4	-1	-7	-1.7
Cc1ccc(CNC(=O)C2CCC(CNc3c(N4CCOCC4)c(=O)c3=O)CC2)cc1 (stereo not drawn)	-1	11	2.2	-4	1.6	4	1	-16	0.47
CCOC(=O)CNC(=O)Nc1nnc(-c2ccc(OCC)cc2)o1	-3	-7	1.7	9	-1.2	-16	13	-6	0.38
CCOC(=O)c1ccccc1NC(=O)CSc1nc(N)cc(N)n1	-2	3	-0.6	-4	-0.5	-9	8	-9	-1
Cc1c(NC(=S)N/N=C/c2cccc(O)c2)c(=O)n(-c2ccccc2)n1C	-8	20	-0.2	0	-1.3	3	-1	5	-0.87
COc1ccc(C(=O)Nc2cccc(C(C)=O)c2)c(OC)c1OC	6	-27	0.0	-14	-0.7	-8	0	-8	-0.0058
CCCC(=O)Nc1ccc(NC(=S)NC(=O)c2cccs2)cc1	0	11	37	-5	1.9	-2	20	5	/

Compound activity from PubChem BioAssay.
